# MCF10A rereplic = A quantitative high throughput screen for small molecules that induce DNA re-replication in MCF 10a normal breast cells; 350,000 compounds, 2.9% hits; AID 624296, 2012; MCF 10A DNA re-replication, Hoechst nuclear intensity, 48 h; Potency, µM (highest dose often 46.1 µM), for the others: at the top dose activity, positive = re-replication, most hits filed as activators; also: potency is read from the fitted curve at half-maximal effect; % of control where 0% means no effect; nearly all actives have a fitted effect of over 50% in size
# HT1080-NT tox = qHTS for induction of synthetic lethality in tumor cells producing 2HG: qHTS for the HT-1080-NT fibrosarcoma cell line | HT-1080-NT fibrosarcoma viability, CellTiter-Glo ATP luminescence, 48 h | Potency, µM (series often up to 46.1 µM), for inactives: top-dose activity, negative = less viability, actives largely listed as cytotoxic | 360,000 compounds, 1.6% hits | AID 686970, 2013;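 also: NT is the 2HG producing partner of a matched IDH1 knockdown line; potency is read from the fitted curve at half-maximal effect; 0% = DMSO-treated cells and -100% = media-only wells without cells; nearly all actives have a fitted effect of over 55% in size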
#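 HT-1080-NT fibrosarcoma cells (2HG-overproducing), 750 cells/well in RPMI with 5% FBS, dosed after 2 h and incubated 48 h at 37C. CellTiter-Glo luminescence normalized to DMSO and no-cell wells; concentration-response curves fitted and classed.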
# KB-V1 MDR tox = qHTS assay for MDR1-selective chemotherapeutics: Primary screen using the drug-selected MDR subline cells KB-V1; AID 1347076, 2019; KB-V1 MDR cells viability, CellTiter-Glo, 72 h; Potency, µM (highest dose often 46.1 µM), inactives show at the highest dose activity change, negative = cytotoxicity, most hits filed as cytotoxic; 400,000 compounds, 3.4% hits; also: potency is read from the fitted curve at half-maximal effect; % is scaled to controls: 0 for no effect and ±100 for the full control effect; nearly all actives have a fitted effect of over 60% in size
#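 KB-V1 cells (P-gp-expressing MDR subline of KB-3-1) in phenol-red-free DMEM with 10% FBS were exposed to library compounds over a concentration series for 72 h at 37 degrees C. Viability read by CellTiter-Glo luminescence; concentration-effect curves fitted after normalization.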
# KB-3-1 tox = qHTS assay for MDR1-selective chemotherapeutics: Primary screen using the parental adenocarcinoma cell KB-3-1; Potency, µM (doses to about 46.1 µM), for inactives: top-dose activity change, negative = cytotoxic, most hits filed as cytotoxic; KB-3-1 viability, CellTiter-Glo ATP luminescence, 72 h; 400,000 compounds, 1.4% hits; also: potency is read from the fitted curve at half-maximal effect; % is scaled to controls: 0 for no effect and ±100 for the full control effect; nearly all actives have a fitted effect of over 60% in size
#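 Parental KB-3-1 viability, qHTS format: 72 h compound exposure, 37 °C; CellTiter-Glo; media-only wells and DMSO plates as controls; concentration-effect fits on corrected data.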
# S2 tox = Viability Counterscreen for Primary qHTS for Inhibitors of ATXN expression | S2 cells (HEK-293 line with an ATXN2-luciferase reporter) viability, CellTiter-Fluor protease fluorescence, 24 h | Potency, µM (highest dose often 56.7 µM), hits mostly cytotoxic | 400,000 compounds, 0.49% hits; also: potency is read from the fitted curve at half-maximal effect; nearly all actives have a fitted effect of over 40% in size
# SW480 rerep = A quantitative high throughput screen for small molecules that induce DNA re-replication in SW480 colon adenocarcinoma cells. SW480 DNA re-replication, Hoechst DNA content imaging, 48 h. Potency, µM (top dose mostly 46.1 µM), for inactives: top-dose re-replication activation, usual class: activators. 340,000 compounds, 1.8% hits; also: potency is read from the fitted curve at half-maximal effect; % of control where 0% means no effect; nearly all actives have a fitted effect of over 55% in size
#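 Per well, 250 cells were exposed to pinned compound for 48 hr. Nuclear DNA was visualised with Hoechst (40 min, 37 C) and total object intensity recorded by fluorescence scanning.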
# HT1080 IDH1KD tx = qHTS for induction of synthetic lethality in tumor cells producing 2HG: qHTS for the HT-1080-IDH1KD cell line | Potency, µM (series often up to 46.1 µM), for the others: at the highest dose activity, negative = toxicity, hits mostly cytotoxic | HT-1080 IDH1 knockdown viability, ATP luminescence, 48 h | 360,000 compounds, 2% hits;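 also: potency is read from the fitted curve at half-maximal effect; 0% = DMSO wells and -100% = cell-free medium wells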
#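 Cytotoxicity counter-line: IDH1KD HT-1080, 48 h, CellTiter-Glo. Curves classed by r2, magnitude and activity.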
# IL1B secr inh = qHTS for Inhibitors of Inflammasome Signaling: IL-1-beta AlphaLISA Primary Screen; THP-1 LPS/ATP IL-1B secretion, AlphaLISA, 16 h; stronger effect = lower value; activity change, % at 57.5 µM; 360,000 compounds, 4.7% hits; in the data active = activity change below about -50%; inconclusive = mostly about -30% to -49%; also: % is scaled to controls: 0 for no effect and ±100 for the full control effect
#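 THP-1 cells pretreated 1 hr with compounds (up to 57.5 uM final), then stimulated with LPS (250 ng/mL final) plus ATP (1.25 mM final); secreted IL-1B measured by AlphaLISA after 16 hr, decreased signal indicating inhibition.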
# ATXN2 expr inh = Primary qHTS for Inhibitors of ATXN expression. HEK-293 ATXN2-luciferase reporter, luminescence, 24 h. Potency, µM (series often up to 57 µM), without a hit: at the top dose activity change, negative = inhibition, usual class: inhibitors. 360,000 compounds, 0.72% hits; also: potency is read from the fitted curve at half-maximal effect; % is scaled to controls: 0 for no effect and ±100 for the full control effect; nearly all actives have a fitted effect of over 55% in size
#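 qHTS (up to 57 uM final) was run with 24 h compound exposure of reporter cells at 37 °C. Each well was multiplexed: SteadyGlo luminescence measured ATXN2-luciferase expression after a fluorogenic Gly-Phe-AFC viability readout (25 uM final).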
# An asterisk follows results filed as active; i = inactive; u = inconclusive; x = no result given; [ ] = dose if it differs, or a comment. Unless noted, calls follow the shape of the dose curve; as a rule, active = well fitted curve in the direction sought with a large enough effect; inconclusive = small, poorly fitted or top-dose-only effect, or another doubt; inactive = no such curve, though single readings can be large; an effect the other way counts as inactive or inconclusive.
cpd | structure | MCF10A rereplic | HT1080-NT tox | KB-V1 MDR tox | KB-3-1 tox | S2 tox
1 | O=C(c1cc(F)c(F)cc1Cl)N1CCOCC1 | -4% | 3% | 2% | 0% | i
2 | CCOc1ccc(-c2nc3c(c(SCC(=O)N4CCCCC4)n2)Cc2cc(C)ccc2O3)cc1 | x | x | u | 15% | i
3 | CN(C)S(=O)(=O)c1cccc(NC(=S)N/N=C/c2cc(Br)ccc2O)c1 | 68% | u | u | u | i
4 | CC(C)CC(=O)/C(=C\c1ccc(Cl)cc1Cl)n1cncn1 | 4.6µM* | 5.8µM* | -10% | u | u
5 | CCN(CC(=O)Nc1ccc2c(c1)OCCO2)S(=O)(=O)c1ccc(C)cc1 | 13% | 9% | 16µM* | 9% | i
6 | O=C(NNC(=O)c1cccc([N+](=O)[O-])c1)c1ccncc1 | -41%[inhibitor] | 0% | 1% | 7% | i
7 | CCc1noc(C)c1C(=O)OCC(=O)Nc1ccc2c(c1)OCO2 | -2% | 0% | 19% | 2% | u
8 | N#C/C(=C(/O)CN1CCOCC1)c1nc(-c2ccccc2)cs1 | 24% | -9% | 14% | 2% | i
9 | O=C(Nc1ccccc1)/C(=C/c1ccccc1)NC(=O)c1ccco1 | 0% | -22% | 10% | -11% | i
10 | Cc1cc(=O)c(C(=O)Nc2cccc(N3CCCC3=O)c2)nn1-c1ccccc1Cl | 1% | -9% | 6% | 3% | u
11 | Nc1cc(N)nc(SCC(=O)N2CCCCC2)n1 | 7% | -6% | 5% | 0% | i
12 | COc1ccc(C(=O)N2CCCCC2)cc1S(=O)(=O)Nc1cccc(C(=O)O)c1 | -11% | -12% | 3% | -5% | i

cpd | SW480 rerep | HT1080 IDH1KD tx | IL1B secr inh | ATXN2 expr inh
1 | -8% | 13% | -24 | 1%
2 | x | x | x | -1%
3 | u | u | -73* | u
4 | 6.5µM* | 2.9µM* | -104* | x
5 | -4% | 4% | 4 | -4%
6 | -2% | 4% | 9 | -1%
7 | -5% | 7% | -7 | x
8 | -5% | 0% | 17 | 6%
9 | 0% | 2% | u | x
10 | -1% | -4% | 5 | -24%
11 | -1% | -1% | 0 | 0%
12 | 0% | 0% | 7 | 3%

# Continuation.
cpd | structure | MCF10A rereplic | HT1080-NT tox | KB-V1 MDR tox | KB-3-1 tox | S2 tox
13 | CCOC(=O)C1CCCN(C(=O)CCCOc2cc(=O)n(C)c3ccccc23)C1 (centres undefined) | 6% | -4% | -28% | 4% | i
14 | CC(CCc1ccccc1)NC(=O)C1CCN(C(=O)c2sccc2-n2cccc2)CC1 (centres undefined) | -7% | 7% | 1% | 1% | i
15 | CCn1nccc1NC(=O)c1csc([C@@H]2C[C@H](O)[C@@H](CO)O2)n1 | x | 11% | -4% | 0% | i
16 | CC1(c2ccc(Cl)cc2Cl)NC(=O)N(CC(=O)N2CCN(C(=O)c3ccco3)CC2)C1=O (centres undefined) | -4% | 6% | -21% | 0% | i
17 | Cc1ccc(-n2c(C)cc(C(=O)CN3CCOCC3)c2C)cc1 | 0% | -14% | -28% | -2% | i
18 | CC(=O)Nc1cc(-c2ccc(Cl)cc2)nn1-c1ccccc1 | -1% | -15% | -19% | 0% | i
19 | CCOc1cc(C(=O)N2CCCN(C)CC2)cc(OCC)c1OCC | 8% | 6% | 9% | 0% | i
20 | O=C(Nc1cccnc1)c1ccccc1-c1ccccc1 | u | -1% | u | -6% | i
21 | COc1ccccc1N1CCN(C(=O)Nc2ccc([N+](=O)[O-])cc2)CC1 | 18% | -5% | -8% | 3% | i
22 | CC(C)CC1Nc2ccc(C(=O)NCCCOC(C)C)cc2NC1=O (centres undefined) | x | x | 0% | 5% | u
23 | O=C(NCCc1csc2nc(-c3ccc(F)cc3)nn12)c1cccc(C(F)(F)F)c1 | x | x | -1% | -9% | u
24 | Cn1c(CCN2CCOCC2)nc2cc(NC(=O)COc3ccc(Cl)cc3)ccc21 | 10% | -2% | -27% | -6% | i

cpd | SW480 rerep | HT1080 IDH1KD tx | IL1B secr inh | ATXN2 expr inh
13 | -2% | -10% | 56 | 35%
14 | -11% | 0% | -17 | 8%
15 | x | 4% | 22 | 2%
16 | -1% | 3% | 13 | 3%
17 | -3% | -2% | 16 | 12%
18 | -8% | -26% | -15 | 8%
19 | 4% | 17% | -2 | -19%
20 | -35%[inhibitor] | 12% | 19 | -10%
21 | -2% | -3% | -14 | -21%
22 | x | x | x | 6%
23 | x | x | x | -39%
24 | 0% | 0% | -20 | -16%

# The list continues.
cpd | structure | MCF10A rereplic | HT1080-NT tox | KB-V1 MDR tox | KB-3-1 tox | S2 tox
25 | COc1cccc(-c2noc(CCCC(=O)NC3CCCC3)n2)c1 | -1% | -2% | 0% | 0% | i
26 | Cc1cccc2c1-c1sc(C(=O)Nc3cccnc3)cc1CO2 | u | u | 0% | -2% | i
27 | CCc1ccc2c(CN(C)Cc3ccccc3OC)cc(=O)oc2c1 | u | -1% | u | u | i
28 | Cc1ccc(OCC(=O)O/N=C(\N)Cc2cccs2)cc1C | 6% | 19% | 5% | 11% | i
29 | COc1ccc(OCc2cc(=O)[nH]c3ccccc23)cc1 | 10% | 2% | u | -9% | u
30 | CNc1nc2c3ccccc3n(C(C)=O)c2s1 | 8% | 4% | -1% | 11% | i
31 | CCn1c(SCC(=O)NCc2ccco2)nnc1C1CCCC1 | 2% | 29% | 0% | -2% | i
32 | COc1ccc(C2=Nc3ccccc3N(C(=O)Cc3cc(OC)cc(OC)c3)C2C(=O)NC(C)C)cc1 (centres undefined) | x | -5% | u | -10% | x
33 | CS(=O)(=O)c1ccccc1C(=O)Nc1ccc(S(=O)(=O)N2CCCC2)cc1 | 2% | 16% | 23% | 5% | u
34 | c1ccc(Cn2c(CN3CCCC3)nc3ccccc32)cc1 | 4% | -5% | u | -5% | i
35 | COc1ccc(C(C(=O)NC2CCCCC2)n2c(=O)c(-c3cc4ccccc4[nH]3)nc3ccccc32)cc1 (centres undefined) | x | -21% | -6% | -18% | x
36 | CCOC(=O)c1sc(NC(=O)C2CC(=O)N(c3ccc(OCC)cc3)C2)nc1C (centres undefined) | 1% | -1% | -24% | -7% | i

cpd | SW480 rerep | HT1080 IDH1KD tx | IL1B secr inh | ATXN2 expr inh
25 | 21µM* | -14% | 0 | -17%
26 | u | u | 167 | 3%
27 | 6% | 0% | -1 | 47%[activator]
28 | 2% | 16% | 4 | 16%
29 | 0% | 1% | -11 | -11%
30 | -2% | -2% | -22 | 3%
31 | 1% | 12% | -14 | 0%
32 | x | 0% | -22 | x
33 | 2% | 4% | 19 | -3%
34 | -4%[9.22 µM] | -7% | -20 | 0%
35 | x | -16% | 27 | x
36 | 10% | -1% | 18 | 0%

# Structural class: the compounds so far containing an NH in an aromatic ring.
cpd | structure | MCF10A rereplic | HT1080-NT tox | KB-V1 MDR tox | KB-3-1 tox | S2 tox
29 | COc1ccc(OCc2cc(=O)[nH]c3ccccc23)cc1 | 10% | 2% | u | -9% | u
35 | COc1ccc(C(C(=O)NC2CCCCC2)n2c(=O)c(-c3cc4ccccc4[nH]3)nc3ccccc32)cc1 (centres undefined) | x | -21% | -6% | -18% | x

cpd | SW480 rerep | HT1080 IDH1KD tx | IL1B secr inh | ATXN2 expr inh
29 | 0% | 1% | -11 | -11%
35 | x | -16% | 27 | x

# Continued:
cpd | structure | MCF10A rereplic | HT1080-NT tox | KB-V1 MDR tox | KB-3-1 tox | S2 tox
37 | O=C(CN1CCCC1)Nc1ccc(-c2nc3cc(NC(=O)CN4CCCC4)ccc3o2)cc1 | u | u | -26% | u | 13µM*
38 | COc1ccccc1OCC(=O)Nc1nc2c(s1)CCCC2 | 5% | -7% | -5% | -22% | i
39 | CC(Sc1nc2ccccc2s1)C(=O)NCc1ccc2c(c1)OCO2 (centres undefined) | 3% | -3% | -5% | -1% | i
40 | N#C/C(=C\c1cn(CCOc2ccccc2)c2ccccc12)C(=O)NCc1ccco1 | u | u | -7% | -15% | i
41 | CC(OC(=O)C1CSC2(C)CCC(=O)N12)C(=O)Nc1ccc(F)cc1 (centres undefined) | 2% | -1%[9.24 µM] | -1% | 2% | i
42 | CC(C)c1ccc(N2CC(C)(C)C2=O)cc1 | 10% | 12% | 1% | 8% | i
43 | O=C(Nc1cccc(S(=O)(=O)N2CCOCC2)c1)[C@@H]1CCCN1S(=O)(=O)c1ccc(Cl)cc1 | 10% | -1% | -11% | -2% | i
44 | CCn1cc(C(=O)Nc2ccc(C)c([N+](=O)[O-])c2)cn1 | -1% | 1% | u | 1% | i

cpd | SW480 rerep | HT1080 IDH1KD tx | IL1B secr inh | ATXN2 expr inh
37 | u | u | -56* | u
38 | -3% | -4% | -10 | x
39 | 1% | -3% | 9 | 37%
40 | u | u | -6 | -21%
41 | 1% | -1% | 5 | -5%
42 | -3% | 0% | 1 | 1%
43 | 3% | -1% | 7 | 4%
44 | -39%[inhibitor] | 16% | -20 | 7%

# In the list so far, these have a cyano group.
cpd | structure | MCF10A rereplic | HT1080-NT tox | KB-V1 MDR tox | KB-3-1 tox | S2 tox
8 | N#C/C(=C(/O)CN1CCOCC1)c1nc(-c2ccccc2)cs1 | 24% | -9% | 14% | 2% | i
40 | N#C/C(=C\c1cn(CCOc2ccccc2)c2ccccc12)C(=O)NCc1ccco1 | u | u | -7% | -15% | i

cpd | SW480 rerep | HT1080 IDH1KD tx | IL1B secr inh | ATXN2 expr inh
8 | -5% | 0% | 17 | 6%
40 | u | u | -6 | -21%

# High-throughput results from PubChem BioAssay.
